Assay outcomes (PubChem BioAssay)
Sm TGR block: qHTS Assay for the Inhibitors of Schistosoma Mansoni Peroxiredoxins. 360,000 compounds, 3% hits. Potency, µM (doses to about 114 µM), for the others: at the top dose activity change, negative = inhibition, most hits filed as inhibitors. purified TGR, DTNB reduction, TNB absorbance 405 nm. AID 485364, 2010; further: potency means the concentration at half of the fitted maximal effect; nearly all actives have a fitted effect of over 60% in size
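Kinetic colorimetric format: TGR-catalysed, NADPH-driven DTNB reduction monitored via TNB absorbance. Enzyme dispensed at 20 nM; compound exposure 15 min at room temperature before reaction start.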
HCMV inh: qHTS Assay for inhibitors of the human cytomegalovirus (HCMV) | HFF cells, HCMV-luciferase reporter, 72 h; active compounds read low | activity change, negative = inhibition, % at 57.5 µM | 410,000 compounds, 4.5% hits | AID 1259415, 2018; in the data active means activity change below about -60%; inconclusive means no clear call, values can overlap the other calls; inactive means above about -39%
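Compounds were evaluated in HFFs infected with an HCMV luciferase reporter virus (MOI 1 PFU/cell). Luciferase in lysates collected 72 h post infection served as the replication measure.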
AmpC no deterg: qHTS Inhibitors of AmpC Beta-Lactamase (assay without detergent); AmpC nitrocefin hydrolysis, absorbance 480 nm, 0.0001% Triton; 330,000 compounds, 0.52% hits; Potency, µM (titrated, usually from 57.1 µM), for inactives: at the top dose activity change, negative = inhibition, usual class: inhibitors;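 further: potency means the concentration at half of the fitted maximal effect; plate controls were no compound for no effect and no enzyme for full effect; nearly all actives have a fitted effect of over 20% in size; some results filed as inactive show a strong effect at the top dose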
Target sequence (P00811 whole entry, looked up): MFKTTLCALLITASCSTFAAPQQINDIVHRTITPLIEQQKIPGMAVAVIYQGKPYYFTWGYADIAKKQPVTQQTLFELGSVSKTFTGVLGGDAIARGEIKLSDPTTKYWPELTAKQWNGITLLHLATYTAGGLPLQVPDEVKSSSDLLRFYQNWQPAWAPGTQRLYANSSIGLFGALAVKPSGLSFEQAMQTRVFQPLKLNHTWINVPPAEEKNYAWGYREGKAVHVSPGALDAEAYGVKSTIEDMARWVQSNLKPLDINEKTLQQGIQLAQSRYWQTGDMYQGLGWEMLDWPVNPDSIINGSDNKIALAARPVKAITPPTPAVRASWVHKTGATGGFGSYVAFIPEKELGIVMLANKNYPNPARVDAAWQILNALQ
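AmpC (5.3 nM in the dispensed reagent) in 20 mM phosphate pH 7.0 with 0.01% (detergent screen) or 0.0001% Triton X-100 was preincubated with compounds for 15 min at room temperature. Nitrocefin was then added from an 800 uM solution, and hydrolysis was followed at 480 nm.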
TbPYK inhibitor: qHTS of Trypanosoma Brucei Inhibitors; TbPYK enzyme, Kinase-Glo Plus ATP luminescence, 45 min; Potency, µM (titrated, usually from 76.8 µM), for the others: at the highest dose activity, negative = inhibition, actives largely listed as inhibitors; 410,000 compounds, 0.12% hits; AID 624173, 2012; further: potency means the concentration at half of the fitted maximal effect; nearly all actives have a fitted effect of over 50% in size
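Enzyme and substrate buffer are dispensed first and compound is pin-transferred. ADP at 130 uM final then starts the reaction, which runs 45 min at room temperature. Detection reagent is added for 10 min before luminescence is imaged.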
LmPK inh: qHTS Assay for Inhibitors of Leishmania Mexicana Pyruvate Kinase (LmPK). Q27686. purified LmPK, Kinase-Glo ATP luminescence, 1 h. Potency, µM (top dose mostly 57.5 µM), inactives show at the highest dose activity change, negative = inhibition, usual class: inhibitors. 290,000 compounds, 0.37% hits. AID 1721, 2009; further: potency means the concentration at half of the fitted maximal effect
Target sequence (Q27686 whole entry, looked up): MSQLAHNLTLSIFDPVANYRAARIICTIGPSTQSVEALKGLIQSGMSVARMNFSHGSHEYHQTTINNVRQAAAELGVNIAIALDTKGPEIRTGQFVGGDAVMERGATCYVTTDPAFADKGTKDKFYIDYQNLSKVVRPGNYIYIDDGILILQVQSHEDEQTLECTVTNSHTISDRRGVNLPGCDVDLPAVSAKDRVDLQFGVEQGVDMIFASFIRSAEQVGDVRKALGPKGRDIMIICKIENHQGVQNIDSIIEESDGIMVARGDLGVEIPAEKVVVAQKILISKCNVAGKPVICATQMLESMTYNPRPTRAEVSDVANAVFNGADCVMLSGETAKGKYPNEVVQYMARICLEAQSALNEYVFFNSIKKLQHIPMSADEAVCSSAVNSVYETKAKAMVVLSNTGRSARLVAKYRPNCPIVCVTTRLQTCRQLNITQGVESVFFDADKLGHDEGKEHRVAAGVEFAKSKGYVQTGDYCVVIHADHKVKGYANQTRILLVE
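Purified LmPK (0.1 nM) converted ADP (0.1 mM) to ATP with PEP (0.5 mM) in imidazole buffer pH 7.2 with KCl and MgCl2, 1 h at room temperature. ATP was read by Kinase-Glo luminescence; data normalized to uninhibited and no-enzyme controls.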
AmpC inh detg: qHTS Inhibitors of AmpC Beta-Lactamase (assay with detergent); P00811; AmpC hydrolysis of nitrocefin, absorbance 480 nm, 0.01% Triton; Potency, µM (doses to about 114 µM), for inactives: at the top dose activity change, negative = inhibition, most hits filed as inhibitors; 370,000 compounds, 0.041% hits;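 further: potency means the concentration at half of the fitted maximal effect; 0% = no-compound wells and -100% = no-enzyme wells; nearly all actives have a fitted effect of over 25% in size; some results filed as inactive show a strong effect at the top dose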
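20 mM phosphate pH 7.0 + 0.01% (detergent screen) or 0.0001% Triton X-100; 5.3 nM AmpC reagent; cpd preinc 15 min RT; nitrocefin (800 uM stock) to start; A480 q20 s × 4 min; Activity was normalised to no-enzyme and no-compound control wells.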
AMA1-RON2 inh: qHTS for Inhibitors of AMA1-RON; Towards Development of Antimalarial Drug Lead: Primary Screen. Plasmodium falciparum AMA1 (3D7) - RON2 peptide interaction. AlphaScreen AMA1-biotinylated RON2 peptide binding. Potency, µM (top dose mostly 58.2 µM), for the others: at the top dose activity change, negative = inhibition, hits mostly inhibitors. 360,000 compounds, 0.2% hits. AID 720542, 2013;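 further: potency means the concentration at half of the fitted maximal effect; 0% = vehicle wells and -100% = peptide control; nearly all actives have a fitted effect of over 45% in size; some results filed as inactive show a strong effect at the top dose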
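AMA1 (3D7) with his tag at 25 nM final met compounds first, then biotinylated RON2 peptide at 25 nM; detection used donor plus acceptor beads, 10 µg/mL apiece, read by AlphaScreen after 30 min at room temperature.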
* marks the source's active call; other numbers are inactive results; ? = inconclusive; / = no result given; & = joins results of further samples; [ ] = another dose, or the depositor's remark. Unless noted, the call rests on the fitted dose curve; in most records, active means well fitted curve in the direction sought with a large enough effect; inconclusive means small, poorly fitted or top-dose-only effect, or another doubt; inactive means no such curve, though single readings can be large; an effect the other way counts as inactive or inconclusive. Unless noted, on the % scale 0 is the no-effect control and ±100 the full control effect.

SMILES	Sm TGR block	HCMV inh	AmpC no deterg	TbPYK inhibitor	LmPK inh	AmpC inh detg	AMA1-RON2 inh
CC(C)(CO)C(O)C(=O)NCCCO (stereo not given)	-0.9%	?	-20.1%	5.8%	/	?	-7.4%
O=C(O)CNC(=O)c1ccccc1	-1.1%	?	-12.3%	9.6%&-19.1%	/	-7.4%	2.7%
CC12CCC(=O)C=C1CCC1C2CCC2(C)C1CC[C@]2(O)C(=O)CO (stereo not given in full)	-1.4%	-19.6	-12.5%	6.5%	-2.7%	4.9%	-2.8%
C[C@H]1c2cccc(O)c2C(O)=C2C(=O)[C@]3(O)C(O)=C(C(N)=O)C(=O)[C@@H](N(C)C)C3[C@@H](O)C21 (stereo not given in full)	-14.9%	-18.3	-38.5%	4.5%	/	-18.6%	-29.7%
C/C=C(/C)C(=O)O[C@@H]1c2cc(OC)c(OC)c(OC)c2-c2c(cc3c(c2OC)OCO3)C[C@H](C)[C@]1(C)O	11.5%	-16.6	203.0%[activator]	1.8%	5.5%	-1.1%	10.4%
CCC(Sc1nc2ccccc2c2nc(CCn3cncc3C)nn12)C(=O)Nc1cccc(OC)c1 (stereo not given)	-3.5%	-10.3	/	2.5%	/	2.7%	/
COc1ccc(-n2[nH]c3c(cnc4ccccc43)c2=O)cc1	/	-3.6	/	5.8%	/	/	0.0%
CCOC(=O)NNc1nncc2ccccc12	-4.3%	-24.4	-4.4%	3.8%&-6.5%	/	?	13.5%
CCCCOc1ccc(CC(=O)NO)cc1	10.9%	23.4	-4.3%	4.3%	0.2%	-1.4%	27.6%
COc1c(O)cc2c(c1O)[C@@H]1OC(CO)C(O)C(O)[C@H]1OC2=O (stereo not given in full)	/	-31.7	/	0.1%	/	/	10.7%
O=C(O)/C=C/c1ccc(O)cc1	/	7.3	/	3.1%	/	/	21.0%
COc1c(O)cc2c(c1O)[C@@H]1O[C@H](CO)[C@@H](O)[C@H](O)C1OC2=O (stereo not given in full)	-8.1%	18.5	-11.5%	0.7%	/	?	12.3%
Nc1c2c(nc3ccccc13)CCCC2O (stereo not given)	/	-33.8	/	-1.8%&-1.6%	/	/	6.4%
C/C=C(/C)C(=O)OC1c2c(ccc3ccc(=O)oc23)OC(C)(C)C1OC(=O)/C(C)=C\C (stereo not given)	-26.7%	-22.8	42.5%	2.1%	6.3%	14.4%	0.0%
Cc1ccnc(NC(c2cccc(O)c2)c2ccc3ccc(C)nc3c2O)c1 (stereo not given)	1.58µM*	8.5	/	14.4%	/	-3.9%	/
COC(=O)C1=CO[C@@H](OC2OC(CO)C(O)C(O)C2O)[C@@H]2[C@@H](C)[C@@H](O)C[C@H]12 (stereo not given in full)	/	-11.3	/	8.9%	/	/	0.0%
COc1cc([C@H]2Oc3cc([C@H]4Oc5cc(O)cc(O)c5C(=O)[C@@H]4O)ccc3O[C@@H]2CO)ccc1O	-17.1%	-19.5	-51.9%	-1.9%&0.5%	-6.8%	-9.5%	56.0%[activator]
CCOc1ccc(NC(=O)Cn2cc(C(=O)c3cccs3)c3ccccc32)cc1	-0.1%	9.4	/	4.2%	/	27.8%	/
O=c1ccn([C@H]2C[C@H](O)[C@@H](CO)O2)c(=O)[nH]1	/	7.8	/	-1.6%	/	/	8.6%
CC1OC(CC(=O)O)CC2=C1C(=O)c1c(O)cccc1C2=O (stereo not given)	/	-26.8	/	?	/	/	-16.6%
CN(C)CCOc1ccccc1Cc1ccccc1	0.2%	-4.0	2.7%	-0.1%&-0.9%	-2.6%	-2.4%	47.5%[activator]
C[C@@H]1C[C@H]2[C@@H]3C[C@H](F)C4=CC(=O)C=C[C@]4(C)[C@@]3(F)[C@@H](O)C[C@]2(C)[C@@]1(O)C(=O)COC(=O)C(C)(C)C	5.5%	63.5	-32.5%	-6.8%&2.4%	-0.8%	-0.5%	-13.5%
CNc1c2c(nn1C)CCCC2	10.5%&8.1%	27.6&21.3	-12.7%&-12.2%	1.0%&-6.5%&1.5%	-1.6%&0.9%	6.0%&-4.9%	34.1%&-11.3%[activator]
Cc1cc(C)cc(OCC2CNC(=O)O2)c1 (stereo not given)	/	2.7	/	-0.4%&1.7%	/	/	-9.0%

A draw from above in order of count of non-hydrogen atoms, falling.
SMILES	Sm TGR block	HCMV inh	AmpC no deterg	TbPYK inhibitor	LmPK inh	AmpC inh detg	AMA1-RON2 inh
COc1cc([C@H]2Oc3cc([C@H]4Oc5cc(O)cc(O)c5C(=O)[C@@H]4O)ccc3O[C@@H]2CO)ccc1O	-17.1%	-19.5	-51.9%	-1.9%&0.5%	-6.8%	-9.5%	56.0%[activator]
CCOc1ccc(NC(=O)Cn2cc(C(=O)c3cccs3)c3ccccc32)cc1	-0.1%	9.4	/	4.2%	/	27.8%	/
Nc1c2c(nc3ccccc13)CCCC2O (stereo not given)	/	-33.8	/	-1.8%&-1.6%	/	/	6.4%

The results go on.
SMILES	Sm TGR block	HCMV inh	AmpC no deterg	TbPYK inhibitor	LmPK inh	AmpC inh detg	AMA1-RON2 inh
COc1ccc(/C=N/NC(=O)c2ccncc2)cc1OC	-24.0%	-23.4	-17.2%	2.6%&-4.9%	-1.5%	-7.4%	4.7%
Nc1ncnc2nc[nH]c12	1.9%&-13.3%	?	-25.5%&-5.3%	-2.6%&0.0%&3.9%&1.2%	-2.8%	-8.5%&-8.9%	-1.4%&7.6%&19.6%
CCn1cc(C(=O)O)c(=O)c2cc(F)c(N3CCNCC3)nc21	/	91.7	/	-7.6%	/	/	-3.5%
CCCCCCc1ccc(O)cc1O	-15.7%	/	-18.6%	-6.4%	/	?	/
COc1cc2nc(N3CCN(C(=O)[C@H]4COc5ccccc5O4)CC3)nc(N)c2cc1OC	3.2%	17.5	12.8%	-24.2%	-4.2%	-3.6%	-15.5%
Cc1cccc(C)c1NC(=O)C1CCCCN1C (stereo not given)	3.8%	15.9	-30.7%	-0.4%&2.2%	2.4%	-0.1%	8.7%
COc1ccc2nc(NC(=O)Nc3ccccc3)sc2c1	7.3%	24.0	-35.8%	-2.9%&6.7%	4.0%	-5.1%	1.6%
O=c1cc(-c2ccc(O)cc2)oc2cc(O[C@@H]3O[C@H](CO)[C@@H](O)[C@H](O)[C@H]3O[C@@H]3OC[C@](O)(CO)[C@H]3O)cc(O)c12	-7.2%	-8.9	-14.3%	-0.9%	-2.0%	?	11.2%
CCCCC1C(=O)N(c2ccccc2)N(c2ccccc2)C1=O	-25.9%	?	-53.0%	-9.8%&0.0%&-9.6%	6.8%	-6.7%	-5.0%
Cc1cccc(NC(c2ccccc2F)c2ccc3ccc(C)nc3c2O)n1 (stereo not given)	5.01µM*	-17.8	/	-0.9%	/	-7.8%	/
C=C1c2cccc(O)c2C(O)=C2C(=O)[C@]3(O)C(O)=C(C(N)=O)C(=O)[C@@H](N(C)C)[C@@H]3[C@@H](O)[C@H]12	35.5µM*	2.0	-31.9%	?	0.6%	?	3.16µM*
Cc1ccccc1C(=O)Nc1cccc(-c2nc3cccnc3s2)c1	-14.1%	-23.0	/	0.4%	/	-5.8%	/
COc1ccccc1OCCNCC(O)COc1cccc2[nH]c3ccccc3c12 (stereo not given)	7.6%&-6.5%	/	-30.5%&-30.8%	1.3%	4.6%&-9.4%	-1.1%&2.3%	/
CC(=O)Nc1ccccc1	/	27.0	-5.8%	-6.3%&-10.6%	/	/	-0.5%
CCCOC(=O)c1ccc(O)cc1	-1.1%	-6.8	-3.2%	0.2%	/	?	4.7%
Cn1c(=O)c2c(ncn2CCO)n(C)c1=O	13.7%	5.8	-20.2%	-6.9%&-3.4%	0.5%	?	-6.6%
Cc1[nH]c2ccccc2c1/C=N/NC(N)=S	-4.7%	-16.6	-26.1%	-3.8%	0.6%	4.5%	69.5%[activator]
COc1ccc(OCC(=O)Nc2cc(-c3nc4ccccc4s3)ccc2C)cc1	0.7%	75.5	/	2.7%	/	14.3%	/
COc1ccc(/C=C/C(=O)O)cc1	/	22.2	-8.7%	-6.2%&2.2%	/	/	1.5%
Cc1cccc2nc(-c3ccccn3)c(Nc3ccccc3)n12	-1.1%	-82.4*	/	-7.1%	/	20.5%	/
Cc1ccccc1Cc1c(C)nc2c(-c3ccccc3)c(C)[nH]n2c1=O	0.4%	-36.8	/	1.8%	/	0.5%	/
Cc1ccc(NC(=O)Cn2c(=O)n(CCC(=O)N3CCc4ccccc4C3)c(=O)c3ccccc32)c(C)c1	-10.2%	-65.5*	/	1.5%	/	2.0%	/
NC(N)=NC(=O)Cc1c(Cl)cccc1Cl	-7.5%	34.4	-29.2%	-2.8%&0.0%	1.8%	?	-9.2%
COc1ccc(CN2CCN(C(c3ccc(F)cc3)c3ccc(F)cc3)CC2)c(OC)c1OC	/	17.7	/	0.9%&4.7%	/	/	?
Cc1ccc(Nc2nc3ccccc3c3nnc(C)n23)c(C)c1	1.7%	0.0	/	-0.4%[15.4 µM]	/	?	/
NNC(=O)CP(=O)(c1ccccc1)c1ccccc1	-2.3%	-7.8	-13.1%	0.4%&3.0%	/	?	34.4%[activator]
COc1ccc(CNC(=O)Nc2ccc3c(c2)N(C)C(=O)c2ccccc2S3)cc1OC	?	?	/	3.6%	/	10.4%	/
COC(c1ccccc1)(c1ccccc1)C(Oc1nc(C)cc(C)n1)C(=O)O (stereo not given)	4.0%	2.9	-12.1%	-12.1%&3.0%	6.8%	?	5.8%
Cc1cccc2c1NC(=O)/C2=C\C(=O)c1cccs1	-1.4%	-10.5	-15.4%	-3.1%	-8.8%	0.4%	-14.9%
O=C(Nc1ccc(C(=O)O)c(O)c1)c1ccccc1	-1.3%	6.2	-17.5%	-21.3%&-5.7%	?	0.1%	5.5%

Not all compounds are listed (hit frequency here may not be typical).
